Bioassay records as filed in PubChem BioAssay.
Rab9 prom act: Rab9 promoter activation. 2.8% of 320,000 active. Huh7 Rab9 promoter-luciferase reporter, luminescence, 24 h. AID 485297. Potency, µM (titrated, usually from 9.22 µM), for inactives: at the top dose activation, negative = inhibition, most hits filed as activators; also: % of control where 0% means no effect; nearly all actives have a fitted effect of over 60% in size
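Luminescence from Amplite-detected luciferase (10 minutes, ambient) reports Rab9 promoter activation. Before that, stable Rab9-luciferase Huh7 cells (1500/well, reduced-serum OP-MEM I plus 10% FBS) were exposed to compound for 24 hours at 37C.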
p53 reactivator: restores transcriptional activity of mutant p53. H1299 p53-A138V BP100-luciferase reporter, luminescence, 24 h. Potency, µM (top dose mostly 92.2 µM), for inactives: at the top dose activity change, positive = activation, most hits filed as activators. 0.063% of 320,000 active. AID 504706; also: % of control where 0% means no effect; nearly all actives have a fitted effect of over 45% in size
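H1299 (p53-null), stable ts p53-A138V + BP100-Luc; 1000 cells/well, Opti-MEM/10% FBS; cpd 4 pt, 1:5; 24 h, 37 deg C, 5% CO2; detection reagent 10 min RT; luminescence.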
ELG1 genotox: inducers of genotoxicity in HEK293T ELG1-luciferase cells; HEK293T ELG1-luciferase reporter, luminescence, 16 h; Potency, µM (doses to about 46 µM), for the others: top-dose activity change, positive = activation, most hits filed as activators; 1.3% of 330,000 active; also: % of control where 0% means no effect; nearly all actives have a fitted effect of over 60% in size
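Screening used a luciferase reporter fused to human ELG1 in HEK293T cells. Luminescence was read on a CCD plate imager after 16 hr exposure and 30 min ONE-Glo incubation.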
FLuc modulator: counter-screen for miR-21 project: firefly luciferase inhibitors or activators. P08659. purified FLuc, Km substrates, luminescence inhibition. Potency, µM (series often up to 57.5 µM), for the others: top-dose activity change, negative = inhibition, most hits filed as inhibitors. 6.9% of 360,000 active. AID 588342;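 also: plate controls were vehicle for no effect and reference inhibitor for full effect; nearly all actives have a fitted effect of over 55% in size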
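Purified P. pyralis luciferase (10nM final) with 10uM D-luciferin and 10uM ATP (Km levels) in 50mM Tris acetate pH 7.5, 10mM Mg acetate, 0.01% Tween-20, 0.05% BSA; qHTS 6-point titration, ~60 µM downward; luminescence read.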
MBNL1 CUG block: inhibitors of human MBNL1 binding to CUG repeat RNA | Potency, µM (highest dose often 57.5 µM), inactives show top-dose activity change, negative = inhibition, actives largely listed as inhibitors | TR-FRET MBNL1-His/biotin-(CUG)12 binding, 665/545 ratio | 0.036% of 280,000 active | AID 2675 | Q9NR56; active = well fitted inhibition curve with a large enough effect in the signal ratio, with a control signal flat, not every such curve was filed as active; inconclusive = small, poorly fitted or top-dose-only effect, or effect the other way, or a change in a side signal; inactive = no such curve, though single readings can be large or run the other way; the % refers to the signal ratio; also: % is scaled to controls: 0 for no effect and ±100 for the full control effect
Target sequence (Q9NR56 whole entry, looked up): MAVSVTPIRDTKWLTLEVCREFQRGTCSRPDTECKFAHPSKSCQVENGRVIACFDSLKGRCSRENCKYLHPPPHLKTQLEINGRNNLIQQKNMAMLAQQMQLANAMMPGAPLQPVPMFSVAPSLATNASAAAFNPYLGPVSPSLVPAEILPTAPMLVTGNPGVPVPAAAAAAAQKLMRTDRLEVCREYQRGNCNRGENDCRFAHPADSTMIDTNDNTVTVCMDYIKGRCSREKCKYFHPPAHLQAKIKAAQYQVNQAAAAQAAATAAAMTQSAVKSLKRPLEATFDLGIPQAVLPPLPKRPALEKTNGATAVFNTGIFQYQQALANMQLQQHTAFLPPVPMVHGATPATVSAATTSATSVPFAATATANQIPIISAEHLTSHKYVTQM
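MBNL1-His + Biotin-(CUG)12, cpd titration 92 nM–58 uM; Tb anti-His Ab 0.055 ng/ul, SA-XL665 5 nM (final); 60 min RT; ratiometric 665/545 nm, Ex 340 nm; normalized to buffer and full-complex controls.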
VP16 counter: Gal4-VP16 reporter inhibition counter-screen. 3.5% of 310,000 active. Drosophila S2 Gal4-VP16 UAS-luciferase, luminescence, 20 h. Potency, µM (doses to about 53.6 µM), inactives show at the highest dose activity, negative = inhibition, hits mostly inhibitors;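 also: Gal4-VP16 expression switched on by copper sulfate through the metallothionein promoter; % is scaled to controls: 0 for no effect and ±100 for the full control effect; nearly all actives have a fitted effect of over 50% in size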
MLL CXXC-DNA inh: blocks binding of human MLL CXXC domain to DNA. Potency, µM (titrated, usually from 115 µM), without a hit: at the highest dose activity change, negative = inhibition, most hits filed as inhibitors. Q03164. 0.037% of 290,000 active. AID 2662. MLL-CXXC / FITC-HOXA9 DNA fluorescence polarization; active = well fitted inhibition curve with a large enough effect in the polarisation, with a control signal flat, not every such curve was filed as active; inconclusive = small, poorly fitted or top-dose-only effect, or effect the other way, or a change in a side signal; inactive = no such curve, though single readings can be large or run the other way; the % refers to the polarisation
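Purified MLL-CXXC (added from a 7 uM solution) was preincubated 5 min at ambient with pinned compounds in 50 mM Tris-HCl pH 7.5, 50 mM NaCl, 1 mM DTT, 0.05% BSA. Fluorescein-labeled HOX-A9 DNA (50 nM solution) followed, 30 min, then polarization read.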
NPC1 promoter act: activators of NPC1 promoter. Huh7 NPC1 promoter luciferase reporter, 24 h. Potency, µM (highest dose often 9.22 µM), for the others: at the highest dose activation, hits mostly activators. 2.4% of 320,000 active;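 also: % of control where 0% means no effect; nearly all actives have a fitted effect of over 60% in size; reporter is driven by a mutant NPC1 promoter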
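Stable NPC1-promoter luciferase Huh7 line; cpd (DMSO) 24 h, 37 °C, 5% CO2; Amplite luciferase reagent 10 min RT; luminescence readout. qHTS format.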
RORgamma inh: blocks mouse ROR gamma transcriptional activity | P51450 | Drosophila S2 Gal4-RORgamma UAS-luciferase reporter, 20 h | Potency, µM (series often up to 53.6 µM), without a hit: top-dose activity change, negative = inhibition, actives largely listed as inhibitors | 5.4% of 310,000 active | AID 2551; also: % is scaled to controls: 0 for no effect and ±100 for the full control effect; nearly all actives have a fitted effect of over 60% in size
Target sequence (P51450 whole entry, looked up, the tested form may be a part): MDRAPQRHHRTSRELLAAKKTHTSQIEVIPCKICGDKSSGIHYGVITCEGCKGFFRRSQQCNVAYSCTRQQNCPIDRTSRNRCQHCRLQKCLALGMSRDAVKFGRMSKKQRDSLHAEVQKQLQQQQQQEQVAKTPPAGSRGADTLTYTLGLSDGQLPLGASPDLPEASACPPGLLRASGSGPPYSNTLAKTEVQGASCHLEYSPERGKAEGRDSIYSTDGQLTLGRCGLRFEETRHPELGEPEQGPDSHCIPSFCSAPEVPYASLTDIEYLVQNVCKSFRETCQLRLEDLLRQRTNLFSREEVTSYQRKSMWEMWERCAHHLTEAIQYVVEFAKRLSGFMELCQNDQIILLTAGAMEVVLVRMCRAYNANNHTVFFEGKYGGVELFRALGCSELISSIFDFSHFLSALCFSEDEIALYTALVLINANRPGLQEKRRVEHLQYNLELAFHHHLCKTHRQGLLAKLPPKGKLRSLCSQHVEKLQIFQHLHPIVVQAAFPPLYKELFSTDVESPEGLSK
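Compounds are pin-transferred onto Drosophila Schneider cells expressing a copper-inducible Gal4–ROR gamma transactivation domain fusion. After 1 hr, copper sulfate is added to 700 uM final; luciferase is read 20 hr later.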
uPA surface inh: cell surface uPA generation inhibition. cell surface uPA generation assay, qHTS. Potency, µM (doses to about 38.3 µM), inactives show at the highest dose activity change, negative = inhibition, hits mostly inhibitors. 0.31% of 330,000 active. AID 540303; active = well fitted inhibition curve with a large enough effect; inconclusive = small, poorly fitted or top-dose-only effect; inactive = no such curve, though single readings can be large or run the other way; tested in mouse RAW 264.7 cells; also: % is scaled to controls: 0 for no effect and ±100 for the full control effect; nearly all actives have a fitted effect of over 55% in size
BRCA1 expr up: increases BRCA1 expression | MCF7-BRCA1-FFLuc reporter, luminescence, 48 h; response scale: scaled: vehicle 0%, 10 µM genistein 100% | Potency, µM (doses to about 46.1 µM), inactives show top-dose activation, most hits filed as activators | 1.1% of 380,000 active | AID 624202; also: nearly all actives have a fitted effect of over 80% in size; some results filed as inactive show a strong effect at the top dose
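Using MCF7 cells harboring a BRCA1 firefly luciferase reporter, plated 2 h before compound pinning, the screen measured luminescence after 48 h incubation. Responses were normalized to DMSO and 10 microM genistein, then fitted for concentration-effect.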
The depositor's hits bear a star; ? = inconclusive; nt = no result given; [ ] = remark or other dose. Unless noted, calls follow the shape of the dose curve; as a rule, active = well fitted curve in the direction sought with a large enough effect; inconclusive = small, poorly fitted or top-dose-only effect, or another doubt; inactive = no such curve, though single readings can be large; an effect the other way counts as inactive or inconclusive. Potency is read from the fitted curve at half-maximal effect.

SMILES	Rab9 prom act	p53 reactivator	ELG1 genotox	FLuc modulator	MBNL1 CUG block	VP16 counter	MLL CXXC-DNA inh	NPC1 promoter act	RORgamma inh	uPA surface inh	BRCA1 expr up
CCOC(=O)c1ccc(N2CCN(c3cc(C)ccc3C)CC2)c(N)c1	-5%	-2%	-7%	-18%	-6%	17%	-2%	2%	1%	6%	1%
CSCCC1NC(=O)N(CC(=O)Nc2c(Cl)cc(Cl)cc2Cl)C1=O (stereo not drawn)	2%	-5%	2%	-2%	-1%	-3%	-6%	-1%	0%	-1%	1%
COc1ccc(Br)cc1C1CC(=O)C(C)C(c2cc(Br)ccc2OC)N1 (stereo not drawn)	-7%	2%	-1%	-1%	-3%	-7%	1%	-5%	13%	14%	-22%
CCn1nc(C)c(/C=N/NC(=O)Cc2ccc(Cl)cc2)c1C	?	29%	?	15µM*	-9%	1%	5%	?	44%	-9%	7.9µM*
O=c1c(C=NCCCO)c(-c2ccccc2)[nH]n1-c1nc2ccccc2s1	-12%	8%	11%	15µM*	29%	5%	10%	0%	?	?	-35%
O=C(N/N=C/C=C\c1ccccc1[N+](=O)[O-])c1cccs1	-3%	?	4%	?	?	?	-15%	-1%	14µM*	-19%	40%
Nc1c(C(=O)NCc2cccnc2)sc(=S)n1-c1ccccc1	1%	-1%	0%	-21%	?	-2%	0%	4%	4%	nt	-12%
CC(=O)c1ccc(N2CCN(C(=O)c3nn(C)c4c3CS(=O)(=O)c3ccccc3-4)CC2)cc1	-4%	-12%	-17%	5%	-5%	-4%	1%	1%	11%	-6%	-1%
Cc1ccc(Nc2nc(N)nc(CN3CCCCCC3)n2)cc1	-5%	13%	1%	-1%	-5%	6%	4%	-3%	-2%	-4%	-1%
COc1ccc(CNC(=O)C(C)OC(=O)CN2C(=O)COc3ccccc32)cc1 (stereo not drawn)	-1%	2%	2%	1%	-6%	5%	0%	-4%	2%	19%	-13%
Cc1ccc(SCCC(=O)OCC(=O)Nc2ccc(C(N)=O)cc2)cc1	-6%	2%	1%	?	nt	nt	nt	-1%	nt	-8%	0%
Cc1ccc(-c2csc(/C(C#N)=C/Nc3ccccc3SC(F)(F)F)n2)cc1	-6%	5%	3%	-2%	-10%	5%	-7%	-1%	-3%	-2%	-3%
CCN(CC)c1ccc(C2N(C(=O)N3CCOCC3)CCN2S(=O)(=O)c2ccc(C)cc2)cc1 (stereo not drawn)	-1%	-2%	-4%	6%	5%	6%	-1%	2%	-13%	nt	3%
O=C1CSC(=S)N1/N=C/c1ccc(O)c([N+](=O)[O-])c1	2%	10%	?	?	?	-1%	-15%	0%	8.9µM*	1%	-15%
CC(C)C[C@H]1CN=C(Nc2ccccc2)N1CC1CCCCCC1	1%	2%	-7%	-1%	nt	nt	nt	0%	nt	?	-21%
COc1cc2c(cc1NC(=O)C(C)NCc1ccccc1)oc1ccccc12 (stereo not drawn)	18%	?	4%	-17%	-4%	?	4%	18%	34%	9%	-22%
O=C(CCc1ccccc1)NC(=S)Nc1ccc(S(=O)(=O)N2CCOCC2)cc1	-12%	8%	-1%	0%	-2%	-20%	6%	-8%	22µM*	-5%	-14%
Cc1cc2c(cc1S(=O)(=O)N(C)c1ccccc1)NC(=O)CO2	0%	1%	-5%	-1%	nt	1%	5%	-7%	2%	-2%	1%
CCOC(=O)c1cc(C)n(CCc2ccccc2)c1C	0%	23%	0%	?	-2%	7%	-7%	11%	32%	-2%	-14%
C/C(=N\NC(=O)c1c(Cl)c(C)nn1C)c1ccc(NC(=O)c2ccncc2)cc1	-3%	-4%	-2%	4%	15%	-5%	-12%	1%	-38%	-6%	-2%
COc1ccc(NC(=O)C2(c3ccc(NC(=O)c4ccc(C)cc4)cc3)CCCC2)cc1	0%	2%	2%	0%	-10%	1%	23%	-1%	3%	nt	1%
CCOC(=O)/C(C)=N/Nc1nc(-c2ccc(NC(C)=O)cc2)cs1	1%	2%	-7%	-16%	?	-16%	-3%	5%	-15%	-2%	-8%
Cc1nn(-c2ccccc2)c(CC(C)(C)C(=O)O)c1C(=O)O	3%	6%	-4%	-1%	-7%	3%[0.365 µM]	1%	0%	1%	2%	-7%
O=C(O)/C=C/C(=O)Nc1ccccc1-c1ccccc1	-8%	1%	-4%	0%	-2%	-10%	11%	-4%	12%	-1%	15%
Cc1ccc(NC(=O)N2CCC(=O)N2)cc1	0%	27%	14%	?	-6%	?	-17%	6%	17%	2%	?
COc1cccc(Nc2nc(N)c([N+](=O)[O-])c(N3CCOCC3)n2)c1	-2%[1.84 µM]	10%	-6%	-3%	12%	3%	1%	-5%	43%	-10%	-24%
COCCN(C(=O)CC1CCCCC1)c1c(N)n(CC(C)C)c(=O)[nH]c1=O	0%	-8%	-3%	1%	nt	nt	nt	3%	nt	-13%	8%
CC(C)CCNC(=O)C(=O)NCC1OCCCN1S(=O)(=O)c1cccs1 (stereo not drawn)	2%	-5%	3%	2%	3%	2%	-8%	-6%	23%	-26%	-13%
COC(=O)C(C)(C)ONC(=O)Nc1ccc(Br)cc1	15%	24%	1%	?	-9%	-15%	8%	0%	11%	-17%	51%
COc1cc(CCNC(=O)c2cnn3ccccc23)cc(OC)c1OC	-9%	3%	2%	-1%	-5%	11%	-10%	0%	18%	?	-27%
COc1ccc(CN(C2CCCC2)S(=O)(=O)c2ccc(-n3cnnn3)cc2)cc1OC	-2%	-2%	-5%	2%	3%	-17%	-5%	0%	?	-4%	-3%
Cc1ccc2oc(-c3cccc(NC(=O)Cc4cccs4)c3)nc2c1	27%	3%	9%	-11%	10%	-16%	34%[activator]	12%	-22%	nt	54%
CC(CCc1ccccc1)N1CCN(C)CC1 (stereo not drawn)	-5%	-48%[inhibitor]	-3%	0%	-15%	2%	0%	-6%	2%	-1%	-1%
COC(=O)c1ccc(NS(=O)(=O)c2ccc(OC)cc2)cc1	-1%	12%	-4%	-1%	-1%	?	0%	-3%	?	nt	-1%
COc1ccc([C@@H]2[C@@H](C(=O)C(C)(C)C)N3N=Cc4ccccc4[C@@H]3C23C(=O)OC(C)(C)OC3=O)cc1OC	7%	4%	0%	2%	?	-3%	3%	-2%	-23%	2%	0%
C=CCNC(=O)C(=O)NCCCN1CCOCC1	-5%	12%	1%	-11%	-10%	-8%	-2%	-5%	0%	?	6%
CCOC(=S)SCc1cn2ccc(C)cc2n1	0%	21%	0%	24µM*	14%	?	18%	-4%	14µM*	-3%	6%
COC(=O)c1ccc(NC(=O)C(=O)N2CCCC2)cc1	?	20%	?	21µM*	-2%	2%	2%	2.8µM*	5%	-1%	112%
CC(C)[C@@H]1NC(=O)c2cc([N+](=O)[O-])cc(I)c2NCCC[C@@H](C(=O)NC(CC(=O)O)C(N)=O)NC(=O)[C@H](CO)NC1=O (stereo partly drawn)	-5%	-4%	0%	-1%	26%	-2%	7%	-1%	-24%	7%	2%
COc1cc(NS(=O)(=O)c2ccc(Nc3nc(-c4ccccn4)cs3)cc2)nc(OC)n1	-4%	-3%	3%	?	-10%	2%	-18%	-4%	-5%	0%	5%
CCSc1nnc(NC(=O)Cc2cccc(OC)c2)s1	1%	0%	0%	-3%	-4%	17%	15%	-1%	-10%	-1%	-30%
CCOc1cc(/C=N/NC(=O)c2cccc([N+](=O)[O-])c2)ccc1OS(=O)(=O)c1ccccc1	-5%	-6%	-5%	-1%	19%	14µM*	17%	2%	7.9µM*	-8%	-36%
CCS(=O)(=O)N1CCN(c2ccc([N+](=O)[O-])c(NCc3cccnc3)c2)CC1	-9%	-2%	-1%	-2%	?	-9%	11%	2%	13%	-4%	-21%
CCCOc1ccc(Cl)cc1/C=C1/C(=O)ON=C1C	3%	3%	-1%	-20%	?	1%	?	6%	-2%	4%	-29%
COc1ccc(-c2cc(-c3ccccc3)n3ncnc3n2)cc1	-7%	-21%	1%	2%	20%	-7%	-4%	-5%	-14%	-6%	-25%
CC(C)c1nnc(NC(=O)CC(C)c2ccccc2)s1 (stereo not drawn)	19%	18%	5%	-8%	0%	-2%	-13%	23%	-2%	3%	50%

A portion of the library; the hit share may differ from the screen's.
